High-throughput results: PubChem BioAssay, several laboratories
LYP phosphatase = inhibitors of LYP phosphatase, biochemical, fluorescence intensity, uHTS (AID 1779). one-dose inhibition, % at 11.5 µM; IC50 in µM for titrated hits. 0.054% of 290,000 active. recombinant LYP phosphatase, fluorescence intensity; higher % means a stronger effect. Tyrosine-protein phosphatase non-receptor type 22 (Homo sapiens);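 note: plate controls were vehicle with enzyme for no effect and no enzyme for full effect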
Lipid droplet = inhibitors of hepatocyte lipid droplet formation, primary screen, imaging, high-throughput imaging, BODIPY stain | 0.4% of 240,000 active | AML12 mouse hepatocytes, oleate lipid droplets | inhibition, % at 6.5 µM;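 active = lipid droplet intensity inhibited by at least 50%, with more than 500 cells counted; inconclusive = wells with under 300 cells, treated as cytotoxic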
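System: AML12 hepatocytes (mouse). Probe or stimulus: oleic acid at 100 µM to induce lipid droplet formation. Times: overnight treatment with compound plus oleate. Detection: Image-based BODIPY and DAPI two-channel analysis. Evaluation: percent inhibition of filter-corrected integrated lipid droplet intensity per well.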
AID2073 = inhibitors of Mint1-CaV2.2 protein interaction, biochemical, HTRF (AID 2073). Voltage-dependent N-type calcium channel subunit alpha-1B (Homo sapiens). HTRF protein-protein interaction, Mint1-CaV2.2; higher % means a stronger effect. inhibition, % at 20 µM; hits with a dose series show IC50 in µM. 0.19% of 290,000 active; in the data active = inhibition mostly above about 51%, no sharp cut-off; inconclusive = no clear call, values can overlap the other calls; inactive = mostly below about 53%; note: some results filed as inactive read as strong as hits
CSM14.1 death rescue = rescue of cells from ER stress-induced death, primary screen, 384-well, CSM14.1, thapsigargin, ATP luminescence (AID 1222) | CSM14.1 thapsigargin-induced death rescue, ATP luminescence; higher % means a stronger effect | cellular ATP content (survival), % at 20 µM, or EC50 in µM where a hit was titrated | 190,000 tested, under 10 active;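 active = EC50 below 50 µM in the dose-response confirmation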;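 note: death triggered by thapsigargin at about 15 µM added after 2 h compound pretreatment; cell ATP read after overnight thapsigargin exposure of roughly 18 to 22 hours; normalized against plate controls of thapsigargin alone and 5% DMSO vehicle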
XIAP antagonists = XIAP antagonists, biochemical, IAP family, fluorescence polarization (AID 1018). E3 ubiquitin-protein ligase XIAP (Homo sapiens). XIAP BIR domain, fluorescence polarization peptide displacement; higher % means a stronger effect. displacement, % at 20 µM, or IC50 in µM where a hit was titrated. 0.007% of 200,000 active; in the data active = displacement above about 50%; note: a part of the inactive calls stands beside numbers as strong as those of hits
Siah-1 displacement = Siah-1 peptide-binding antagonists, primary screen, biochemical, fluorescence polarization, rhodamine-plectin, uHTS (AID 1817); Siah-1 / rhodamine-plectin peptide fluorescence polarization; higher % means a stronger effect; displacement, % at 20 µM; hits with a dose series show IC50 in µM; 0.02% of 290,000 active;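 active = displacement of at least 50% at 20 µM, with a fluorescence ratio check between 0.3 and a set limit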;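 note: plate controls were Siah plus tracer with DMSO for no effect and tracer alone without Siah for full effect; strong numbers were not always called active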
M1AAP inhibition = P. falciparum M1AAP inhibitors, biochemical, fluorogenic H-Leu-NHMec substrate, 1536-well (AID 1445). inhibition, % at 30 µM, or IC50 in µM where a hit was titrated. recombinant M1AAP, H-Leu-NHMec fluorogenic kinetic assay; higher % means a stronger effect. 0.42% of 220,000 active;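 active = primary inhibition above the hit cutoff, then over 50% inhibition at one or more dose response concentrations, cut at about 23% in these data, passing the limit was not always enough; inconclusive = conflicting primary data, or primary hits not chosen for dose response; inactive = low primary inhibition, or under 50% at every dose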;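 note: plate controls were DMSO full reaction for no effect and no enzyme background for full effect; strong numbers were not always called active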
M17LAP inhibition = P. falciparum M17LAP inhibitors, primary screen, biochemical, fluorogenic H-Leu-NHMec substrate, 1536-well (AID 1619) | recombinant M17LAP, H-Leu-NHMec fluorogenic kinetic assay; higher % means a stronger effect | inhibition, % at 30 µM; hits with a dose series show IC50 in µM | 0.38% of 220,000 active;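 active = compound inhibiting the enzyme by more than half at any dose during confirmatory dose-response retesting; inconclusive = strong single-dose inhibitors picked by rank but not retested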;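 note: plate controls were full reaction with DMSO carrier for no effect and no enzyme background for full effect; strong numbers were not always called active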
HEK293 NOD2/NF-kB = NOD2 signaling inhibitors, cell-based, luminescence, uHTS, HEK293 (AID 1566); inhibition, % at 4 µM; hits with a dose series show EC50 in µM; 0.63% of 290,000 active; HEK293 NOD2/NF-kB luciferase reporter, luminescence; higher % means a stronger effect; note: many of its hits are not listed in these tables
Lipid droplet cells 6.5 µM = recorded beside Lipid droplet, whose call it bears; cell count; measured here: cell count, cytotoxicity flag;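 cells counted across two imaged fields per well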
* = called active by the depositor; u = inconclusive; x = no result given. Cut-off read from the data, not from the text of the source, unless noted: active = inhibition above about 50%; inactive = the rest.

Start of the listing, in advance:
nr	SMILES	LYP phosphatase	Siah-1 displacement	M1AAP inhibition	XIAP antagonists	M17LAP inhibition	CSM14.1 death rescue	Lipid droplet	AID2073	Lipid droplet cells 6.5 µM	HEK293 NOD2/NF-kB
1	Cc1oc(-c2ccccc2F)nc1CS(=O)CC(=O)NC1CCCCC1 (stereo not drawn)	-9.3%	-1.0%	x	x	x	x	-1.0	6.1%	716	12.1%
2	Cn1cc([N+](=O)[O-])c(C(=O)N2CCN(Cc3ccc4c(c3)OCO4)CC2)n1	-5.2%	-1.8%	x	x	x	x	-7.3	6.1%	619	0.3%

Results, from the start:
nr	SMILES	LYP phosphatase	Siah-1 displacement	M1AAP inhibition	XIAP antagonists	M17LAP inhibition	CSM14.1 death rescue	Lipid droplet	AID2073	Lipid droplet cells 6.5 µM	HEK293 NOD2/NF-kB
1	Cc1oc(-c2ccccc2F)nc1CS(=O)CC(=O)NC1CCCCC1 (stereo not drawn)	-9.3%	-1.0%	x	x	x	x	-1.0	6.1%	716	12.1%
2	Cn1cc([N+](=O)[O-])c(C(=O)N2CCN(Cc3ccc4c(c3)OCO4)CC2)n1	-5.2%	-1.8%	x	x	x	x	-7.3	6.1%	619	0.3%
3	COc1cc(CC(=O)OCC(=O)Nc2sccc2C(N)=O)cc(OC)c1OC	1.6%	-8.9%	15.3%	-6.2%	-10.1%	-0.7%	0.5	25.5%	665	21.4%
4	COc1cccc(CN2CCN(C3CSCCSC3)CC2CCO)c1 (stereo not drawn)	-5.4%	-2.0%	x	-6.3%	x	0.6%	3.4	1.2%	596	-24.8%
5	O=C(Oc1ccc(F)cc1)c1cccnc1	-3.9%	-6.1%	x	x	x	x	-2.2	3.3%	882	24.4%
6	CC1C(=O)N2CCCc3cc(S(=O)(=O)N(C)c4ccccc4)cc1c32 (stereo not drawn)	-2.0%	0.4%	x	x	x	x	-3.2	-1.7%	723	7.9%
7	O=C(CSc1nnc2scc(-c3ccc(F)cc3)n12)NCc1ccco1	-6.0%	0.0%	-0.1%	-7.1%	-8.5%	-2.4%	x	-8.6%	x	8.7%
8	Cc1cccc(N2CCN(S(=O)(=O)c3ccc4c(c3)C(C)(C)C(=O)N4C)CC2C)c1 (stereo not drawn)	-4.8%	-4.4%	x	x	x	x	4.1	-2.6%	762	3.0%

Just M17LAP inhibition, HEK293 NOD2/NF-kB and Lipid droplet cells 6.5 µM, for 3 of the compounds above:
cpd | compound | M17LAP inhibition | HEK293 NOD2/NF-kB | Lipid droplet cells 6.5 µM
5 | O=C(Oc1ccc(F)cc1)c1cccnc1 | x | 24.4% | 882
6 | CC1C(=O)N2CCCc3cc(S(=O)(=O)N(C)c4ccccc4)cc1c32 (stereo not drawn) | x | 7.9% | 723
7 | O=C(CSc1nnc2scc(-c3ccc(F)cc3)n12)NCc1ccco1 | -8.5% | 8.7% | x

Later entries
nr	SMILES	LYP phosphatase	Siah-1 displacement	M1AAP inhibition	XIAP antagonists	M17LAP inhibition	CSM14.1 death rescue	Lipid droplet	AID2073	Lipid droplet cells 6.5 µM	HEK293 NOD2/NF-kB
9	COc1ccc(/C=C(\C#N)C(=O)OCCNC(=O)c2ccncc2)cc1	-2.2%	-0.9%	9.8%	-8.0%	8.9%	0.2%	6.4	38.6%	712	15.7%
10	O=C(c1cccc(S(=O)(=O)N2CCOCC2)c1)N1CCCC1	1.0%	1.5%	6.1%	-3.7%	-2.4%	-0.1%	x	2.1%	x	10.2%
11	COc1ccccc1NC(=O)c1nn(-c2ccc(Cl)cc2)ccc1=O	0.0%	17.1%	-4.8%	-7.0%	11.8%	-0.9%	0.1	5.9%	681	18.0%
12	Cc1cc(C)cc(NC(=S)N2CCC(NC(=O)c3ccc(F)cc3)CC2)c1	-4.1%	1.1%	x	x	x	x	1.5	-15.0%	830	-3.1%
13	N#C/C(=N\Nc1ccc(S(=O)(=O)N2CCCCC2)cc1)C(N)=S	-1.8%	4.5%	14.8%	-13.9%	14.5%	0.6%	-1.2	8.1%	588	12.2%
14	O=C(O)CCS(=O)(=O)c1cccc2cccnc12	0.3%	4.0%	-0.1%	0.4%	-20.5%	1.4%	-3.8	-1.3%	670	0.1%
15	CCc1c(C)nc(SCCOc2ccc(OC(C)C)cc2)[nH]c1=O	-1.7%	1.2%	-1.5%	-4.2%	-11.5%	-1.0%	13.5	7.9%	790	3.6%
16	O=C1CNC(=O)/C(=C\c2ccc(F)cc2)N1	-3.8%	3.0%	x	x	x	x	x	2.3%	x	-8.6%
17	CCN(CC)S(=O)(=O)c1ccc(C)c(NC(=O)CSc2nc3ccc(C)cc3[nH]2)c1	8.5%	-0.7%	2.9%	-3.2%	0.6%	5.7%	-1.2	0.3%	593	16.4%
18	C[C@]12C=CC(=O)C=C1CC[C@@H]1[C@@H]2C(=O)C[C@@]2(C)[C@H]1CC[C@]2(O)C(=O)COC(=O)CCC(=O)O	-5.3%	0.4%	x	x	x	x	2.4	14.0%	753	16.6%
19	COc1ccc(CCNS(=O)(=O)c2c(C)nc3scc(C)n3c2=O)cc1OC	-3.7%	7.1%	x	x	x	x	-1.2	8.7%	855	-10.5%
20	COc1ccc(-c2cc(C(=O)OCC(=O)c3c(N)n(C)c(=O)n(C)c3=O)c3ccccc3n2)cc1	-6.9%	-1.8%	6.3%	-4.7%	8.4%	0.5%	-5.8	u	635	-5.7%
21	CCCC(=O)Nc1ccc(-c2cn3cccnc3n2)cc1	-24.4%	4.7%	x	x	x	x	-1.8	u	831	0.7%
22	CCC(=O)N1CCc2cc(S(=O)(=O)Nc3ccc4c(c3)OCCO4)ccc21	0.2%	-2.7%	4.5%	-1.6%	-11.1%	-0.8%	-21.3	0.4%	727	24.8%
23	CCC(C)NS(=O)(=O)c1ccc(S(=O)(=O)N2CC=C(c3ccc(F)cc3)CC2)cc1 (stereo not drawn)	-0.5%	4.0%	0.2%	-7.4%	-13.2%	-1.5%	-27.3	-0.4%	584	-32.4%
24	CCOc1ccc(N(CC(=O)NC(C)(C)C)S(=O)(=O)c2c(C)noc2C)cc1	-6.7%	-4.1%	-9.6%	-5.5%	8.8%	-1.0%	x	0.5%	x	-1.0%
25	O=C(Nc1ccc(Br)cn1)c1coc(=O)c(Br)c1	-6.5%	3.8%	7.5%	x	1.2%	x	4.7	-0.4%	684	-2.9%
26	CCC(=O)Nc1nc(OC)cc(OC)n1	-3.6%	5.3%	6.4%	-8.5%	-14.4%	3.3%	1.0	16.0%	766	15.2%
27	Cc1cccc(CC(=O)N2CCN=C2SCc2ccc([N+](=O)[O-])cc2)c1	1.1%	8.8%	-0.3%	1.8%	-13.7%	-0.5%	-1.2	-8.1%	611	-19.7%
28	CCN=C1S/C(=C\c2cc(OCC)c(O)cc2Br)C(=O)N1CC	7.3%	18.8%	8.3%	-2.9%	-9.7%	-3.5%	-19.8	-5.8%	649	16.4%
29	CCOc1ccccc1NC(=O)C(OC(=O)c1ccccc1O)c1ccccc1 (stereo not drawn)	5.5%	1.8%	1.8%	-8.1%	-2.4%	-0.5%	8.5	6.1%	621	-6.3%
30	COc1ccc(NC(=O)COc2nsnc2N2CCCCC2)cc1	-3.8%	-6.9%	-5.8%	-5.9%	-1.0%	-0.5%	x	-18.0%	x	4.1%
31	COc1ccc(C2=NS(=O)(=O)N(C)C(C(=O)NCc3cccs3)=C2)cc1OC	3.7%	1.0%	x	x	x	x	10.0	14.7%	766	7.6%
32	OCC1(Cc2cccc(Cl)c2)CCCN(Cc2sc(N3CCCC3)nc2Cl)C1 (stereo not drawn)	-2.6%	5.3%	7.8%	-1.1%	9.1%	3.0%	-33.7	-14.4%	633	1.9%
33	COc1ccc(C2(C)NC(=O)N(CC(=O)Nc3ccc(Br)c(C)c3)C2=O)cc1OC (stereo not drawn)	-8.3%	-4.3%	x	x	x	x	-6.3	2.5%	796	17.5%
34	Cc1onc(-c2c(Cl)cccc2Cl)c1C(N)=O	2.2%	-0.9%	4.1%	-12.8%	-6.4%	x	3.0	0.8%	619	-4.2%
35	COc1ccccc1CNC(=O)c1cccc(NC(=O)c2ccccc2)c1	-5.0%	-4.3%	4.1%	-3.2%	0.6%	1.7%	-0.2	-0.6%	695	38.6%
36	COc1ccc(NC(=O)C(=O)NCc2ccncc2)c(OC)c1	-2.0%	-2.8%	9.8%	-2.7%	2.9%	-1.9%	6.7	3.2%	671	-2.6%
37	CCOC(=O)c1ccc(CC(=O)c2ccc(O)cc2O)o1	-8.3%	-1.6%	7.9%	0.5%	25.9%	-3.0%	-12.1	-4.5%	776	67.3%*
38	S=C(NCCc1ccccc1)N1CCN(C(c2ccccc2)c2ccccc2)CC1	3.3%	-1.7%	3.6%	-6.6%	-4.6%	4.2%	-69.6	-8.6%	528	-0.7%
39	Cc1cc(C(F)(F)F)nn1CC(=O)N(C)c1ccccc1	0.2%	22.4%	-2.7%	-1.9%	9.8%	-0.1%	3.7	0.9%	712	-8.4%
40	O=C(C[n+]1ccccc1)c1ccc(Cl)cc1	-5.4%	0.8%	x	x	x	x	5.9	8.4%	831	-8.7%
41	CCN(CCO)C(=S)Nc1cc(C(=O)OC)ccc1C(=O)OC	-7.2%	1.5%	-5.7%	-4.8%	-80.8%	-0.9%	0.8	-8.1%	754	5.8%
42	Cc1cccc2c(C(=O)Nn3cnnc3)cc(-c3ccccc3Cl)nc12	-4.5%	-1.7%	-7.2%	-6.8%	-5.0%	-1.5%	x	13.9%	x	8.1%
43	CC[C@@H](C)C(NC(=O)OC(C)(C)C)c1cn([C@@H](Cc2ccc(O)cc2)C(=O)N2CCN(C(=O)OC(C)(C)C)CC2)nn1 (stereo partly drawn)	-5.5%	2.9%	-3.0%	-3.0%	-3.2%	6.3%	-25.5	-0.6%	703	3.7%
44	N#CCCn1cc(C(N)=O)c(-c2ccc3ccccc3c2)n1	-3.4%	4.9%	x	x	x	x	2.2	7.5%	792	-24.3%
45	CCOc1cc(/C=C2/C(=N)N3N=C(C)SC3=NC2=O)ccc1OS(=O)(=O)c1ccc(C)cc1	5.7%	2.7%	x	x	x	x	-13.9	-2.1%	806	-27.7%
46	CN(C)Cc1ccc(F)cc1Sc1ccc(Cl)cc1Cl	-1.4%	-4.1%	2.6%	-11.3%	-11.6%	-4.4%	5.2	-5.5%	616	12.1%
47	C=CCn1cccc(C(=O)Nc2ccc(C)c(C)c2)c1=O	-2.7%	-3.4%	x	x	x	x	0.9	1.6%	835	-25.3%
48	Cn1c(SCC(=O)N2CCOCC2)nnc1-c1cccc(NC(=O)c2ccccc2F)c1	-6.7%	-0.3%	25.4%*	-10.3%	22.0%	-0.9%	x	-7.1%	x	10.6%

The list is partial (hit frequency here may not be typical).
